Source: PubChem (National Center for Advancing Translational Sciences (NCATS))
HCMV antiviral: qHTS Assay for inhibitors of the human cytomegalovirus (HCMV); HFF cells, HCMV-luciferase reporter, 72 h; active compounds read low; activity change, negative = inhibition, % at 57.5 µM; 410,000 compounds, 4.5% hits; AID 1259415, 2018; in the data active = activity change below about -60%; inconclusive = no clear call, values can overlap the other calls; inactive = above about -39%
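Two compound doses tested in HFFs infected with HCMV-luciferase, MOI 1 PFU/cell, 72 h at 37C. Lysate luminescence read with OneGlo; data normalized against buffer-only and 10uM Salinomycin inhibitor controls.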
LmPK inhibitor: qHTS Assay for Inhibitors of Leishmania Mexicana Pyruvate Kinase (LmPK); Q27686; purified LmPK, Kinase-Glo ATP luminescence, 1 h; Potency, µM (doses to about 57.5 µM), without a hit: at the highest dose activity change, negative = inhibition, hits mostly inhibitors; 290,000 compounds, 0.37% hits; note: potency is the fitted concentration of half-maximal effect
Target sequence (Q27686 whole entry, looked up): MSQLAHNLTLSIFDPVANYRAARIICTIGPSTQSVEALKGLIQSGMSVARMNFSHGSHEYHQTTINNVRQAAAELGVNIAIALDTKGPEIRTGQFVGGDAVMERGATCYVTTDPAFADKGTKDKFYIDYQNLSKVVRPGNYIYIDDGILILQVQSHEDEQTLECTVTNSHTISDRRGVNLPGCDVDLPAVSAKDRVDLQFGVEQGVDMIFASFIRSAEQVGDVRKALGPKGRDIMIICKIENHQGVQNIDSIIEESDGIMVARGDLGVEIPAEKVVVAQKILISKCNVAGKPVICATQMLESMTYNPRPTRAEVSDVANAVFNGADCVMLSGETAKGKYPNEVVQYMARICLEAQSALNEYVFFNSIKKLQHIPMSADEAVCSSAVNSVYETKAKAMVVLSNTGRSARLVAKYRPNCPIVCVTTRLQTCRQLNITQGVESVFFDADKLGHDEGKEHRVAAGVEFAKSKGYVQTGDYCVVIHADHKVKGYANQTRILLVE
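Pyruvate kinase activity monitored as ATP production (luciferase luminescence). Conditions: 0.1 nM enzyme, 0.5 mM PEP, 0.1 mM ADP, 1 h, RT; normalized against uninhibited and no-enzyme wells.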
AmpC no deterg: qHTS Inhibitors of AmpC Beta-Lactamase (assay without detergent); 330,000 compounds, 0.52% hits; AmpC nitrocefin hydrolysis, absorbance 480 nm, 0.0001% Triton; Potency, µM (series often up to 57.1 µM), inactives show at the highest dose activity change, negative = inhibition, usual class: inhibitors;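 note: potency is the fitted concentration of half-maximal effect; plate controls were no compound for no effect and no enzyme for full effect; nearly all actives have a fitted effect of over 20% in size; some results filed as inactive show a strong effect at the top dose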
Target sequence (P00811 whole entry, looked up): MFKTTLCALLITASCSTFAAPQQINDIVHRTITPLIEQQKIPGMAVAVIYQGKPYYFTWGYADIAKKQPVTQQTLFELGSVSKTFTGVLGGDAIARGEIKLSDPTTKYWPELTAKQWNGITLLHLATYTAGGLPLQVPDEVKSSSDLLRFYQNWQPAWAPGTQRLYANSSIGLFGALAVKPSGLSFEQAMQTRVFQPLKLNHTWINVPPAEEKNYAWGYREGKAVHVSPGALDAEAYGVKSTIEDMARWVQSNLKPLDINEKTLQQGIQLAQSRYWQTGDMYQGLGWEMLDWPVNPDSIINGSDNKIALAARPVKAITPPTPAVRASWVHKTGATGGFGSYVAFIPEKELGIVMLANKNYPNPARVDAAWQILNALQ
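20 mM phosphate pH 7.0 + 0.01% (detergent screen) or 0.0001% Triton X-100; 5.3 nM AmpC reagent; cpd preinc 15 min RT; nitrocefin (800 uM stock) to start; A480 q20 s × 4 min; Activity was normalised to no-enzyme and no-compound control wells.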
Sm TGR block: qHTS Assay for the Inhibitors of Schistosoma Mansoni Peroxiredoxins; Schistosoma mansoni thioredoxin glutathione reductase (TGR), Q962Y6; purified TGR, DTNB reduction, TNB absorbance 405 nm; Potency, µM (titrated, usually from 114 µM), for the others: at the top dose activity change, negative = inhibition, actives largely listed as inhibitors; 360,000 compounds, 3% hits; note: potency is the fitted concentration of half-maximal effect; nearly all actives have a fitted effect of over 60% in size
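First, TGR (20 nM dispensed) and NADPH were mixed with compound. Second, a 15 min room-temperature incubation followed. Third, further NADPH and then DTNB were added to start the reaction. Finally, TNB absorbance was monitored kinetically.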
AmpC detergent: qHTS Inhibitors of AmpC Beta-Lactamase (assay with detergent). P00811. AmpC hydrolysis of nitrocefin, absorbance 480 nm, 0.01% Triton. Potency, µM (titrated, usually from 114 µM), for the others: top-dose activity change, negative = inhibition, most hits filed as inhibitors. 370,000 compounds, 0.041% hits;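 note: potency is the fitted concentration of half-maximal effect; 0% = no-compound wells and -100% = no-enzyme wells; nearly all actives have a fitted effect of over 25% in size; some results filed as inactive show a strong effect at the top dose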
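20 mM phosphate pH 7.0 + 0.01% (detergent screen) or 0.0001% Triton X-100; 5.3 nM AmpC reagent; cpd preinc 15 min RT; nitrocefin (800 uM stock) to start; A480 q20 s × 4 min; Activity was normalised to no-enzyme and no-compound control wells.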
AMA1 RON2 block: qHTS for Inhibitors of AMA1-RON; Towards Development of Antimalarial Drug Lead: Primary Screen; Plasmodium falciparum AMA1 (3D7) - RON2 peptide interaction; Potency, µM (titrated, usually from 58.2 µM), for inactives: top-dose activity change, negative = inhibition, usual class: inhibitors; AlphaScreen AMA1-biotinylated RON2 peptide binding; 360,000 compounds, 0.2% hits;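 note: potency is the fitted concentration of half-maximal effect; 0% = vehicle wells and -100% = peptide control; nearly all actives have a fitted effect of over 45% in size; some results filed as inactive show a strong effect at the top dose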
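AMA1 (3D7) with his tag at 25 nM final met compounds first, then biotinylated RON2 peptide at 25 nM; detection used donor plus acceptor beads, 10 µg/mL apiece, read by AlphaScreen after 30 min at room temperature.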
Tb PYK inh: qHTS of Trypanosoma Brucei Inhibitors. Potency, µM (titrated, usually from 76.8 µM), for the others: at the highest dose activity, negative = inhibition, hits mostly inhibitors. pyruvate kinase (Trypanosoma brucei), Q57TT1. AID 624173, 2012. TbPYK enzyme, Kinase-Glo Plus ATP luminescence, 45 min. 410,000 compounds, 0.12% hits; note: potency is the fitted concentration of half-maximal effect; nearly all actives have a fitted effect of over 50% in size
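Screened from lowest to highest concentration, compounds were pinned into TbPYK/substrate mixtures, and ADP (130 uM final) was added. Plates sat at room temperature for 45 min prior to Kinase-Glo Plus detection by luminescence.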
* = called active by the depositor; ? = inconclusive; / = no result given; & = joins results of further samples; [ ] = dose if it differs, or a comment. Unless noted, calls come from the whole dose curve; as a rule, active = well fitted curve in the direction sought with a large enough effect; inconclusive = small, poorly fitted or top-dose-only effect, or another doubt; inactive = no such curve, though single readings can be large; an effect the other way counts as inactive or inconclusive. Unless noted, % is set by controls: 0 for no effect and ±100 for the full control effect.

canonical_smiles	HCMV antiviral	LmPK inhibitor	AmpC no deterg	Sm TGR block	AmpC detergent	AMA1 RON2 block	Tb PYK inh
O=C(NCCc1ccccn1)c1nc(Cn2cc(Br)cn2)no1	-8	11%	-2%	-3%	-10%	29%	2%
COC(=O)CC(c1ccc(C(C)C)cc1)n1cccc1 (stereo not drawn)	-17	6%	-3%	1%	?	-30%	-5%
Cc1ccc(N=Nc2c(N)[nH]n3c(=O)cc(-c4ccccc4)nc23)cc1	-81*	-3%	-47%	-9%	?	71%[activator]	-3%
CC(C)CC(NC(=O)C(CC(C)C)NC(=O)C(Cc1ccc(OCc2ccccc2)cc1)NC(=O)OC(C)(C)C)C(N)=O (stereo not drawn)	-7	1%	-8%	53%[activator]	-1%	-2%	-23%
CC(C)(C)OC(=O)N[C@@H](C(=O)OC(C)(C)C)c1ccccc1	-9	/	5%	-4%	-6%	0%	2%
O=C(Nc1ccc(Oc2cccnc2)cc1)c1ccccc1F	-86*	-7%	-29%	-23%	-5%	8%	1%
Cc1ccc(/C=N/n2c(-c3ccc(Cl)cc3)n[nH]c2=S)o1	19	-7%	-31%	-7%	0%	141%[activator]	?
Cc1nc2nc[nH]n2c(=O)c1C/C=C/c1ccccc1	11	-4%	-25%	2%	0%	4%	-4%
COC(=O)C1=C(C)Nc2c(c(=O)n(C)c(=O)n2C)C1c1ccc(Cl)cc1 (stereo not drawn)	50	8%	-4%	7%	6%	0%	-9%
CCC1Nc2ncnc(N3CCCCC3)c2N(Cc2ccc(Br)cc2)C1=O (stereo not drawn)	-9	/	7%	-30%	-6%	2%	4%
Cc1ccc(CN(Cc2ccco2)C(=O)c2oc3ccc(C)cc3c2C)cc1	9	/	/	-1%	16%	/	5%
CCOC(=O)c1c(C)c(C(=O)NCCN2CCOCC2)c(C)n1C	56	-1%	0%	-9%	?	0%	-5%
CC1CCCN(S(=O)(=O)c2ccc(S(=O)(=O)NC(C)c3cccs3)cc2)C1 (stereo not drawn)	?	2%	-34%	6%	7%	32%[activator]	3%
CN(C(=O)c1c[nH]c(=O)cc1C(F)(F)F)c1ccc(Cl)cc1	-10	8%	-15%	-18%	1%	-4%	1%
COc1ccc(-c2cc(C(F)(F)F)nc(S(C)(=O)=O)n2)cc1	-105*	-2%	-5%	25µM*	-1%&-15%	26%	-3%&5%
CC(=O)N1c2ccc(S(=O)(=O)NCC3CCC(C(=O)NCc4ccccc4)CC3)cc2CC1C (stereo not drawn)	36	-4%	53%	22%	5%	16%	0%
CC(=O)N(Cc1cccnc1)c1nc2c(C)c(C)ccc2s1	0	/	/	-2%	2%	/	-10%[15.4 µM]
Cc1ccc2nc(-c3ccc(NC(=S)NCC(C)(C)CN(C)C)cc3)sc2c1	10	/	/	/	/	-3%	-7%
CCN(C(=O)COC(=O)c1c(NC(C)=O)sc(C)c1C)c1c(N)n(Cc2ccccc2)c(=O)[nH]c1=O	0	/	/	/	/	-5%	0%
CCN(CC(=O)NCc1cccs1)CC(=O)Nc1c(Cl)ccc(C)c1Cl	19	/	-10%	1%	7%	72%[activator]	-1%
Oc1oc(-c2ccc(Br)cc2)nc1C=Nc1ccc(Br)cn1	46	2%	-25%	-3%	2%	-17%	5%
O=C(Nc1ncccc1O)c1ccc(S(=O)(=O)N2CCCC2)cc1	-19	/	-18%	-2%	?	38%[activator]	-8%
CC(=O)N1C(=O)c2cccc3cccc(c23)C(=O)N1C(C)=O	/	-4%	-7%	3%	-2%	-2%	-5%
Cc1cc(C(=O)COC(=O)CNC(=O)c2ccccc2)c(C)n1CC1CCCO1 (stereo not drawn)	-14	0%	9%	3%	-5%	6%	1%
COc1ccc(O)c(CNc2ccccc2F)c1	6	2%[11.5 µM]	-26%	?	-1%	-13%	4%
O=C(Nc1ccccc1)N1CC=C(c2ccccc2)CC1	/	-7%	-13%	?	?	/	/
CN(C(=O)COC(=O)c1cc(NS(=O)(=O)c2cc([N+](=O)[O-])ccc2Cl)ccc1O)C1CCCCC1	?	2%	-15%	-5%	?	10%[11.6 µM]	-2%
CNc1ncnc2c1ncn2[C@H]1CN(Cc2ccc(-c3ccccc3)cc2)C[C@@H](CO)O1	-29	/	/	/	/	-23%	-3%
C=C1CCN([C@H](C(=O)NCc2ccc(Cl)c(Cl)c2)C(C)C)S(=O)(=O)c2ccccc21	-6	1%	-4%	-9%	3%	39%[activator]	-7%
N=C1CCC(=N)c2c1c(O)c1ccccc1c2O	/	-12%	-53%	4.5µM*	-10%	20µM*	?
CCOC(=O)c1cc(NC(=O)c2ccccc2)c(=O)n2c1oc1ccccc12	-71*	-16%	-18%	11%	5%	0%	-12%
COC(=O)c1cc(CSc2nc3ccc(C)cc3[nH]2)oc1C	?	-1%	-26%	?	-7%	-7%	0%
COc1ccccc1N1CCN(C(=O)c2ccc(Cn3c(=S)[nH]c4cc5c(cc4c3=O)OCO5)cc2)CC1	37	1%	-16%	-2%	-5%	50%[activator]	-21%
Cc1nn(Cc2c(F)c(F)c(F)c(F)c2F)c(C)c1NC(=O)c1ccc(COc2ccc(F)cc2)o1	?	3%	87%[activator]	9%	?	-12%	0%
C[C@]12CC[C@H](O)CC1=CCC1C2CC[C@@]2(C)C1CC[C@@H]2NC(=O)[C@@H](N)CO (stereo partly drawn)	1	/	/	/	/	-30%	4%
CCC(=O)N1CCc2cc(Br)cc(S(=O)(=O)N3CCCC(C(=O)NCc4ccc(C)cc4)C3)c21 (stereo not drawn)	-6	/	/	9%	22%	/	-2%

Among those listed so far, these contain two or more sulfur atoms.
canonical_smiles	HCMV antiviral	LmPK inhibitor	AmpC no deterg	Sm TGR block	AmpC detergent	AMA1 RON2 block	Tb PYK inh
CC1CCCN(S(=O)(=O)c2ccc(S(=O)(=O)NC(C)c3cccs3)cc2)C1 (stereo not drawn)	?	2%	-34%	6%	7%	32%[activator]	3%
Cc1ccc2nc(-c3ccc(NC(=S)NCC(C)(C)CN(C)C)cc3)sc2c1	10	/	/	/	/	-3%	-7%

Later entries
canonical_smiles	HCMV antiviral	LmPK inhibitor	AmpC no deterg	Sm TGR block	AmpC detergent	AMA1 RON2 block	Tb PYK inh
O=C(Nc1ccc(S(=O)(=O)Nc2ncccn2)cc1)c1ccccc1NS(=O)(=O)c1ccc(F)cc1	10	6%	-36%	/	-1%	-5%	0%
COc1cccc(NC(=O)Nc2cccnc2)c1	-26	-4%	-15%	8%	5%	0%	-2%
CCOc1ccc2ncc(S(=O)(=O)c3ccccc3)c(N3CCC4(CC3)OCCO4)c2c1	?	-2%	92%[activator]	-9%	-5%	/	/
N#Cc1ccsc1NC(=O)CSc1nnc(-c2ccccc2)o1	142	-3%	-16%	-3%	4%	-8%	1%
COc1ccc(CCn2c(=O)c3cccnc3n(CC(=O)Nc3ccc(C)cc3C)c2=O)cc1OC	11	/	/	9%	9%	/	1%
COc1cc2ccccc2cc1C(=O)Nc1nc(C)c(C(C)=O)s1	/	-4%	-9%	-18%	-16%	-4%	-12%
CC(C)Cc1nc2oc3c(=O)[nH]cnc3c2c2c1CCCC2	36	-6%	-8%	1%	-10%	14%	0%
Cc1nc2ccc(NC(=O)N3CCCCC3)cc2nc1C	-5	-1%	-17%	-19%	0%	-2%	4%
COC(=O)Nc1ccccc1C(=O)N1CCC(O)(c2ccc(Cl)cc2)CC1	-15	0%	-1%	-1%	?	8%	-6%
CC1(c2ccccc2)NC(=O)N(CC(=O)Nc2ccc(N3CCOCC3)cc2N2CCOCC2)C1=O (stereo not drawn)	1	/	56%	3%	-2%	-2%	-4%
CCC(C(=O)Nc1ccccc1OC)n1c(C(=O)OC)cc2sc(Cl)cc21 (stereo not drawn)	15	/	/	1%	-9%	/	2%
COc1cc(-c2nc3n(n2)C(c2ccncc2)C(C(N)=O)=C(C)N3)cc(OC)c1OC (stereo not drawn)	23	12%	-22%	4%	?	-11%	1%
CC1(C(=O)NCc2cccc(Cl)c2)Cc2c(-c3ccc(C(N)=O)cc3)ccnc2O1 (stereo not drawn)	-26	/	/	/	/	0%	-9%
O=C(Nc1ccccc1C(F)(F)F)C1CC(=O)N(c2ccccc2F)C1 (stereo not drawn)	5	1%	-6%	6%	-6%	-4%	-3%
Cc1ccc(S(=O)(=O)N2CCN(C(=O)CNC(=O)c3sc4ccccc4c3Cl)CC2)cc1	-16	/	-18%	-12%	-12%	8%	-8%
COc1ccc(/C=C(/NC(=O)/C=C/c2ccccc2)C(=O)O)cc1	-27	3%	-17%	0%	3%	-1%	0%
Cc1cc(Cl)ccc1OC(C)C(=O)O (stereo not drawn)	147	6%	-26%	0%	?	4%	-3%
O=C(Nc1nc2n(n1)C(c1ccc(F)cc1)C=C(c1ccccc1)N2)c1ccco1 (stereo not drawn)	-30	/	/	4%	-6%	/	-19%
CC(C)NC(=O)c1cccc2c1-c1ccccc1C2=O	-3	-6%	-5%	0%	-12%	-11%	-5%
COc1ccc2c(c1)-c1c(ssc1=S)C(C)(C)N2	-89*	0%	-31%	-6%	?	30µM*	-28%
NNC(=O)c1csc(Cc2c(Cl)sc3ccc(Cl)cc23)n1	-22	10%	3%	13%	8%	91%[activator]	3%
c1ccc(-c2cn3cccnc3n2)cc1	-27	-9%	-19%	4%	0%	9%	1%
Cc1nc2ccc(Nc3nc4cc(S(=O)(=O)N5CCOCC5)ccc4o3)cc2s1	-12	-1%	90%[activator]	2%[11.4 µM]	-9%	6%	-10%
O=C(CSc1nc2ccccc2c(=O)n1Cc1ccco1)c1ccc(F)cc1	?	6%	-39%	-18%	-12%	13%	4%
C=CCn1c(CSc2nc3ccccc3s2)n[nH]c1=S	6	?	-37%	4%	-10%	31%[activator]	4.5µM*

Rows are unselected; overall some 7.4% were active at least once.
